Screening data (PubChem)
M. tuberculosis GlmU: inhibition of mycobacterial GlmU enzyme – biochemical, glucosamine-1-phosphate acetyltransferase (AID 1376); hit rate 0.25% among 220,000; inhibition, %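 (tested at 30 µM in the primary screen)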; hits with a dose series show IC50 in µM; M. tuberculosis GlmU acetyltransferase enzyme assay; higher % means a stronger effect; in the data active means inhibition above about 13%; inconclusive means no clear call, values can overlap the other calls;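 further: 0% = complete reaction with vehicle and 100% = reaction without substrate; strong numbers were not always called active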
Mtb RmlCD inh: M. tuberculosis RmlC/RmlD inhibition | RmlC+RmlD coupled enzyme assay, percent inhibition; primary screen in compound mixtures | inhibition, % at 3.6 µM | AID 1533 | P9WH09+P9WH11 | hit rate 0.03% among 160,000; in the data active means inhibition mostly above about 34%, no sharp cut-off; inconclusive means no clear call, values can overlap the other calls; inactive means mostly below about 22%; further: some results filed as inactive read as strong as hits
Target sequence (P9WH09 whole entry, looked up): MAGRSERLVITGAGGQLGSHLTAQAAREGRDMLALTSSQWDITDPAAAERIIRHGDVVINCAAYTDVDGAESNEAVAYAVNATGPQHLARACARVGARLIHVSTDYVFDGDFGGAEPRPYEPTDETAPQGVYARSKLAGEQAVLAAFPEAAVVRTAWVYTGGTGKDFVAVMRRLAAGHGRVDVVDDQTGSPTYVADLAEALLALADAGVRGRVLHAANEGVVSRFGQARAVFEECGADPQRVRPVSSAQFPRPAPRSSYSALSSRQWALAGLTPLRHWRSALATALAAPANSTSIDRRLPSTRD
Target sequence (P9WH11 whole entry, looked up): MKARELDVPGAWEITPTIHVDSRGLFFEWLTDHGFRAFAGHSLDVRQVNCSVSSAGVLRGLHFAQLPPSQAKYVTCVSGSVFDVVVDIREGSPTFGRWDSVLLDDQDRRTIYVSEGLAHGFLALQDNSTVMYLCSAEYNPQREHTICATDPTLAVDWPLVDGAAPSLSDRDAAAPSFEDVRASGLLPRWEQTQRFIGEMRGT
Active calls of the source: *; ? = inconclusive; · = not tested or not shown.

SMILES	M. tuberculosis GlmU	Mtb RmlCD inh
O=C1C2CC(O)CN2C(=S)N1Cc1ccccc1 (stereo unspecified)	5.3%	?
N#CCCn1cc(C(N)=O)c(-c2cccs2)n1	-7.8%	·
Fc1ccccc1COc1ccc(Br)cc1CNCc1ccncc1	8.6%	2.6
COC(=O)c1ccccc1NC(=O)CSc1nnc(-c2ccncc2)o1	0.9%	9.2
S=C(NCCc1ccccn1)Nc1ccccc1Cl	-1.6%	7.1
Cc1ccc(C(=O)NCc2ccccn2)c(Cl)c1	-4.3%	-4.5
C/C(=N\NC(=O)COc1ccc(C)cc1[N+](=O)[O-])c1cccs1	4.0%	11.1
CCOC(=O)c1cnc2ccc(OC)cc2c1NCCc1ccc(OC)c(OC)c1	-2.5%	·
O=C(NCc1ccc2c(c1)OCO2)c1ccc(C2SCC(=O)N2Cc2ccco2)cc1 (stereo unspecified)	-2.4%	-4.2
Cc1c(NC(=O)c2ccc(N(Cc3ccccc3)S(C)(=O)=O)cc2)c(=O)n(-c2ccccc2)n1C	1.9%	3.2
COc1ccc(CCNCc2csc3nc4ccccc4n23)cc1OC	-1.0%	8.9
COc1cc(-c2nnc(COC(=O)CSc3cc(C)c4ccccc4n3)o2)cc(OC)c1OC	0.2%	·
COc1ccccc1OCc1nnc(SCC(=O)N2CCCCC2)n1-c1ccccc1	2.0%	0.7
COc1cc(NC(=O)c2cc3cccc(OC)c3o2)cc(C(=O)Nc2cccc(C(F)(F)F)c2)c1	2.2%	·
O=C(CCn1c(=S)[nH]c2ccccc2c1=O)NCC1CCCO1 (stereo unspecified)	1.0%	-35.4
CCOC(=O)c1cc(CC)sc1NC(=O)c1ccc(N2CCOCC2)c([N+](=O)[O-])c1	0.9%	-5.9
CCCCNC(=O)[C@H](Cc1c[nH]c2ccccc12)NC(=O)c1ccccc1Cl	-7.2%	·
N/C(CCS(=O)(=O)c1ccc(Cl)cc1)=N\OC(=O)c1ccccc1Cl	0.1%	·
CCCn1nc(NS(=O)(=O)c2ccccc2)c2cc3ccccc3nc21	-1.4%	·
CC1(C)Cc2ccccc2C(=C(C#N)C#N)N1	-1.3%	2.9

Single records, as listed above. Values in the order: M. tuberculosis GlmU | Mtb RmlCD inh
Shown for N#CCCn1cc(C(N)=O)c(-c2cccs2)n1 = -7.8% | ·
Shown for CCOC(=O)c1cc(CC)sc1NC(=O)c1ccc(N2CCOCC2)c([N+](=O)[O-])c1 = 0.9% | -5.9
Shown for Cc1c(NC(=O)c2ccc(N(Cc3ccccc3)S(C)(=O)=O)cc2)c(=O)n(-c2ccccc2)n1C = 1.9% | 3.2
Shown for Cc1ccc(C(=O)NCc2ccccn2)c(Cl)c1 = -4.3% | -4.5

The list continues:
SMILES	M. tuberculosis GlmU	Mtb RmlCD inh
COCCn1c(-c2ccco2)nc2nc3ccccc3nc21	·	0.7
COc1ccccc1N(C)S(=O)(=O)c1ccc(C(=O)NCC(C)C)cc1	1.5%	-5.9
COc1ccc(OCc2nnc3n2N=C(c2ccc(Br)cc2)CS3)cc1	2.6%	10.3
CCNC(=S)N/N=C(\C)c1cccc(C(F)(F)F)c1	7.3%	-1.8
COCC(=O)N(Cc1ccco1)c1nnc(C2CCOC2)s1 (stereo unspecified)	0.7%	·
CCOc1cc(/C=N/NC(=O)c2ccc(O)cc2)ccc1Oc1nc(Cl)ncc1F	1.2%	-8.4
CC1Cc2ccccc2N1C(=O)c1cnc2ccccn2c1=O (stereo unspecified)	5.5%	-8.6
O=C(CN(CC1CCCO1)C(=O)CCC(=O)Nc1nccs1)NCc1ccccc1 (stereo unspecified)	-1.3%	7.9
CCC(=O)NC(c1ccc(OC)cc1)c1c(O)ccc2ccccc12 (stereo unspecified)	0.7%	·
COc1ccccc1CNc1nc2nc3c(c(=O)n2[nH]1)CCC3	0.5%	11.0
Cc1ccnc(NS(=O)(=O)c2ccc(NC(=O)c3ccc(S(=O)(=O)N(C)C)cc3)cc2)n1	4.0%	-11.0
CN(CC(=O)NCc1ccco1)S(=O)(=O)c1ccc2c(c1)n(C)c(=O)c(=O)n2C	3.4%	-7.8
COc1ccc(Nc2nc(N3CCCC3)c3ccccc3n2)cc1	-18.3%	·
CC[C@@H](C)[C@H](NS(=O)(=O)c1ccc(C)cc1)C(=O)N1CCC(C(=O)NCC(=O)O)CC1	1.9%	-3.7
CCn1c2ccccc2c2cc(CN3CCN(Cc4cc(OC)ccc4O)CC3)ccc21	-6.6%	12.4
COC(=O)c1cc2ccccc2oc1=O	-1.4%	-14.8
CC(=O)c1cccc(NC(=O)C2(c3ccccc3)CC2(Cl)Cl)c1 (stereo unspecified)	0.8%	3.4
Cc1ccc(N(CC(=O)NC2CCCC2)C(=O)c2ccc(C)s2)cc1	-0.3%	18.6
CC(=O)c1cccc(NC(=O)Nc2csc3c2CCCC3)c1	-1.3%	-14.2
Cc1nc(NCc2ccco2)c(C#N)c2c1COC(C)(C)C2	0.6%	-2.7
Cc1c(NC(=O)C(=O)/C=C(/O)c2ccccc2)c(=O)n(-c2ccccc2)n1C	-0.4%	8.5
CCOC(=O)N1CCC(NS(=O)(=O)c2ccc3c(c2)C(C)(C)C(=O)N3C)CC1	4.2%	3.0
C[C@@]12CCC=C[C@H]1[C@H](c1ccc(C(F)(F)F)cc1)N(Cc1ccccc1)C2=O	1.7%	·
OCCN(CC#CC(O)(c1ccccc1)c1ccccc1)CCO	2.8%	7.4
Cc1ccc(/C=C2\SC(=S)N(C3CCS(=O)(=O)C3)C2=O)o1 (stereo unspecified)	12.3%	3.9
CCCCc1ccc(NC(=O)CSC2=C(C#N)C(c3ccco3)C3=C(CCCC3=O)N2)cc1 (stereo unspecified)	·	17.2
Cc1cc(C)cc(-n2c(C)cc(/C=N\NC(=O)COc3cccc4cccnc34)c2C)c1	1.0%	·
OCC1(Cc2cccc(Cl)c2)CCCN(Cc2cnn(-c3ccccc3)c2)C1 (stereo unspecified)	-1.0%	3.3
N/C(Cc1ccc([N+](=O)[O-])cc1)=N\OC(=O)c1ccccc1F	-0.6%	3.5
COc1ccc(CCNC(=O)c2ccc(Cl)cc2)cc1OC	0.8%	8.8
CCOc1ccccc1NC(=O)c1ccc(S(=O)(=O)N(C)C)cc1	-0.9%	28.1
C/C(=C\C(=O)c1ccc(Cl)cc1)NCc1ccc2c(c1)OCO2	-0.9%	0.4
c1ccc(-c2nnc(SCC3CCCO3)nc2-c2ccccc2)cc1 (stereo unspecified)	-6.2%	·
COc1ccc(NC(=O)COC(=O)c2ccc([N+](=O)[O-])o2)cc1Cl	-7.6%	13.8
O=C(Nc1cccc(C(F)(F)F)c1)C1CCCN(S(=O)(=O)c2cnc[nH]2)C1 (stereo unspecified)	3.8%	-3.5
Cc1cc(-c2n[nH]c(=S)n2/N=C/c2cccc(O)c2)n[nH]1	0.0%	-5.6
C=CCn1c(SCc2c(C(=O)OC)sc(N)c2C(=O)OC)nnc1-c1ccc(Br)cc1	-6.7%	4.0
Cc1cc(C)nc(NC2=NCCN2C(=S)Nc2c(C)cccc2C)n1	-0.9%	6.5
COc1ccc2nc(/N=C(\N)NC(=O)N3c4ccccc4Sc4ccccc43)nc(C)c2c1	-3.7%	-2.1
CCCS(=O)(=O)c1c(S(=O)(=O)CCC)c2cc(CC)ccn2c1C(=O)OC	0.9%	10.4

Pulled by compound from above, three records:
SMILES	M. tuberculosis GlmU	Mtb RmlCD inh
N/C(Cc1ccc([N+](=O)[O-])cc1)=N\OC(=O)c1ccccc1F	-0.6%	3.5
CCOc1ccccc1NC(=O)c1ccc(S(=O)(=O)N(C)C)cc1	-0.9%	28.1
C[C@@]12CCC=C[C@H]1[C@H](c1ccc(C(F)(F)F)cc1)N(Cc1ccccc1)C2=O	1.7%	·

Continuation.
SMILES	M. tuberculosis GlmU	Mtb RmlCD inh
CCSc1nnc(NC(=O)CSc2nc3c(c(=O)n2C)SC(C)C3)s1 (stereo unspecified)	-0.2%	8.0
CCn1c(=NC(=O)c2cccc(N3C(=O)CCC3=O)c2)sc2c(OC)ccc(OC)c21	1.0%	·
Cc1c(C(=O)Nc2nnc(C(F)(F)F)s2)oc2ccccc12	3.8%	·
Cc1ccc(CNC(=O)C2c3ccccc3C(=O)N(C)C2c2c[nH]c3ccccc23)o1 (stereo unspecified)	-1.5%	39.6
Cc1ccc(N2C(=O)CC(n3ccnc3)C2=O)cc1C (stereo unspecified)	11.9%	50.0
CCOC(=O)c1ccc(NS(=O)(=O)c2ccc(Cl)nc2)cc1	-2.8%	5.8
CCO[C@H]1OC(C(=O)N2CCOCC2)=C[C@@H](c2ccc3c(c2)OCO3)[C@@H]1CCCO	1.2%	·
COc1ccc(C2c3ccc(O)cc3Oc3ncn4nc(-c5cccnc5)nc4c32)cc1OC (stereo unspecified)	-2.7%	-7.6
N/C(=N\OC(=O)COc1ccc(Br)cc1)c1cccnc1	1.5%	7.3
CCOC(=O)C(=O)Nc1nnc(COc2ccccc2)s1	-6.1%	12.1
COc1ccc(/C=N/n2c(C)nc3sc(C)c(C)c3c2=O)cc1OC	8.3%	10.8
CN=C1SC(CC(=O)Nc2ccc(F)cc2F)C(=O)N1/N=C/c1ccc(OC(F)F)c(OC)c1 (stereo unspecified)	8.2%	-10.9
CC(C)CNC(=O)C(=O)NN=C1CCCCCC1	4.9%	·
Cc1cccc2c(=O)cc(C(F)(F)F)[nH]c12	-1.2%	·
O=[N+]([O-])c1ccc2oc(C3CCCCC3)nc2c1	-7.9%	4.2
CC1CC(NC(=O)C2(C)CC2(Cl)Cl)CC(C)(C)C1 (stereo unspecified)	2.2%	-6.3
COCCn1c(=NC(=O)c2ccco2)sc2cc(C(=O)OC)ccc21	0.2%	9.6
O=C(O)c1cc(NCc2ccc(F)cc2)ccc1N1CCOCC1	0.8%	-12.2
CCCN(C(=S)Nc1ccccc1)C1CCS(=O)(=O)C1 (stereo unspecified)	-1.4%	-40.8
O=C(Nc1ccccn1)C(F)(F)C(F)(F)C(F)(F)C(F)(F)C(=O)Nc1ccccn1	2.5%	-5.1

Continued; it opens with the four that closed the last part.
SMILES	M. tuberculosis GlmU	Mtb RmlCD inh
COCCn1c(=NC(=O)c2ccco2)sc2cc(C(=O)OC)ccc21	0.2%	9.6
O=C(O)c1cc(NCc2ccc(F)cc2)ccc1N1CCOCC1	0.8%	-12.2
CCCN(C(=S)Nc1ccccc1)C1CCS(=O)(=O)C1 (stereo unspecified)	-1.4%	-40.8
O=C(Nc1ccccn1)C(F)(F)C(F)(F)C(F)(F)C(F)(F)C(=O)Nc1ccccn1	2.5%	-5.1
Cc1ccc(S(=O)(=O)NNC(=O)CC#N)cc1	-3.3%	·
COc1ccc(-c2[nH]ncc2CN(C)CCc2c(C)n[nH]c2C)c(F)c1	2.1%	0.2
Nc1ccc2c(c1)CC(=O)c1ccccc1S2	-6.0%	9.5
CC1(C)Cc2c(c(N3CCOCC3)nc3snc(NC(=O)c4ccccc4)c23)CO1	0.6%	·
O=C(Nc1cccc(C(F)(F)F)c1)c1scc2c1OCCO2	1.4%	·
Cc1cc(C)n(-c2nc(SCCN(C)C)c3c4c(sc3n2)COC(C)(C)C4)n1	-6.2%	·
O=C(COc1ccc(Cl)cc1Cl)NN1C(=O)/C(=C\c2ccc(Cl)cc2)SC1=S	-1.3%	6.8
Cn1/c(=N/NC(=O)c2cccc(OC(F)F)c2)sc2ccccc21	-5.0%	-8.7
Cc1cccc(NC(=O)C2CCCN2C(=O)Oc2ccccc2)c1 (stereo unspecified)	-3.3%	·
CC1CC(C(F)(F)F)n2ncc(C(=O)O)c2N1 (stereo unspecified)	-5.4%	7.8
COc1ccc(OC)c(NC(=S)NN2CCN(C)CC2)c1	0.8%	-2.8
O=C(COc1ccccc1)Nc1cccc(-c2nnc(-c3ccccc3)o2)c1	6.5%	·
Cc1cc(NC(=O)COC(=O)c2cc3c(s2)CCC(C)C3)no1 (stereo unspecified)	-2.6%	·
CCN1C(=O)/C(=C/c2ccc(OC)c(OC)c2)N=C1SCC(=O)NCc1ccco1	2.4%	·
O=C(c1ccc(C(F)(F)F)cc1)C1CCCN(C(=O)CCN2CCCO2)C1 (stereo unspecified)	-3.9%	-7.3
CC(=O)Nc1nc(C(F)(F)F)cs1	-5.2%	·
Cn1c(SCC(=O)NNC(=O)Cc2ccccc2)nnc1-c1ccccc1	2.9%	13.9
O=C(NCCCO)c1ccc2[nH]c3ccccc3c2c1	-1.7%	13.1
COc1cc2c(=O)n(Cc3ccco3)c(=O)n(CC(=O)c3ccc(Br)cc3)c2cc1OC	-2.3%	-7.9
COC(=O)c1c(NC(=O)C2CC2)sc2c1CCCC2	8.9%	-4.4
N#Cc1cc(Br)ccc1N=C1CCCN1c1ccccc1	2.2%	·
CCCCn1c(O)c(C(CC)=Nc2ccc(OCC)cc2)c(=O)[nH]c1=O	2.4%	5.1
COc1ccc(N2CCN(C(=O)c3ccccc3Br)CC2)c([N+](=O)[O-])c1	7.8%	-8.6
O=C(c1ccccc1NS(=O)(=O)c1ccc(Br)s1)N1CCCC1	-2.3%	·
N#Cc1nc(-c2ccc(F)cc2)oc1NCCCn1ccnc1	-0.1%	-13.1
CCc1ccc(Nc2nnc(SCC(=O)Nc3cccnc3Cl)s2)cc1	1.7%	-4.9
Cc1ccccc1-c1cccc([C@@H]2C[C@H]3CN(Cc4cccnc4)C(=O)[C@]34CCCN24)c1	4.3%	·
COc1cccc(-c2nn(-c3ccccc3)cc2CN2CCCO2)c1	6.6%	-12.8
NC(=O)N(CCC(=O)O)c1ccccc1	2.4%	8.2
CCOc1ccc(N(CC(=O)NC2CCCCCC2)S(=O)(=O)c2c(C)noc2C)cc1	-3.4%	-45.1

Only part of the results is shown, so the mix of outcomes need not match the whole.
